# PostGolgi ctrl – yeast control strain growth, post-Golgi counter-screen | AID 738 | inhibition, % at 10 µM | actives 5% (n = 98,000) | efflux-deficient yeast background strain, growth absorbance A615, 16 h
# HUVEC prolif 384 – blocks proliferation of human endothelial cells; HUVEC proliferation, CellTiter-Glo luminescence, 72 h; stronger effect = lower value; viability, % at 10 µM (by protocol); actives 1.1% (n = 86,000); AID 648;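 active = viability at or below 30%; inactive = viability above 30%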;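 note: 100% = median luminescence of DMSO-only cell control wells on each plate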
# H69AR growth 86K – blocks growth of human H69AR lung tumor cells; H69AR lung tumor viability, ATP luminescence, 72 h; stronger effect = lower value; viability, % at 10 µM; actives 6% (n = 85,000); AID 598;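 active = viability at or below 40%; inactive = viability above 40%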;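 note: multidrug resistant small cell line overexpressing MRP-1 efflux transporter; 100% = mean luminescence of untreated control wells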
# DAT uptake mod – modulates human dopamine transporter uptake under cocaine; Q01959; LLC-PK1 hDAT cells, [14C]-dopamine uptake with cocaine IC80; actives deviate in either direction; B-score at 10 µM; actives 1.3% (n = 110,000); AID 449768;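 active = Z score or B-score, a plate-position-corrected score, falls beyond the plate's 99.7% confidence bounds, in either direction; inactive = both scores lie inside the 99.7% bounds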;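 note: scored against the spread of the other compound wells on the same plate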
# Target sequence (Q01959 whole entry, looked up): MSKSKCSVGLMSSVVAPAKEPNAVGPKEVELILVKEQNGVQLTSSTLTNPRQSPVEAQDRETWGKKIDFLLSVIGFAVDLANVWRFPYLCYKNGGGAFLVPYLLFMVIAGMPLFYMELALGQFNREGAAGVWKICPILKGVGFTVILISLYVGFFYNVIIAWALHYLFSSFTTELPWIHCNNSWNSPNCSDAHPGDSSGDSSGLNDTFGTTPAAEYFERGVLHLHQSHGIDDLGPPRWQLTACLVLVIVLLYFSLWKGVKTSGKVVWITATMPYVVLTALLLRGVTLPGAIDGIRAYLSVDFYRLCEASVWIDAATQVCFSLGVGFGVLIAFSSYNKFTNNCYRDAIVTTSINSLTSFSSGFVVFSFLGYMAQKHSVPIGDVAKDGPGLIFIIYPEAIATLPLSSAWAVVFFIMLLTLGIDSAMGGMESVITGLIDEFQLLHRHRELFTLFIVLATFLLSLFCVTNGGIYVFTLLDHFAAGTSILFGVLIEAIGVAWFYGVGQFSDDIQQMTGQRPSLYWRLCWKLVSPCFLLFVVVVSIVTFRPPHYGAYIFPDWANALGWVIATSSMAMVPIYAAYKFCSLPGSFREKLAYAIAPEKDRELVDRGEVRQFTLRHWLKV
# Lung fibro prol – blocks proliferation of human lung fibroblasts. LL 47 human lung fibroblast viability, ATP luminescence; stronger effect = lower value. viability, % at 10 µM. actives 1.1% (n = 85,000). AID 719;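 active = viability at or below 50% in the single dose screen; inactive = viability above 50%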;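 note: compound exposure lasted 72 h before the ATP readout; 100% = median luminescence of untreated cell-only wells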
#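 Benchmarks: Cell-only wells, no compound | Test system: LL 47 human lung fibroblasts, passage 12 or lower | Input: 1,150 cells/well | Measured by: CellTiter-Glo luminescence measuring cellular ATP | Medium: IMEM, 15% FBS supplement | Schedule: Overnight attachment after seeding, then 72 h compound exposure at 37 °C | Doses: Compound addition at 0.1% DMSO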
# PostGolgi yeast – growth inhibition of a yeast mutant, post-Golgi transport screen; post-Golgi transport phenotypic cell assay; inhibition, % at 10 µM; actives 0.9% (n = 98,000); AID 739;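 note: yeast cells grown in 1536-well plates; yeast grown about 18 h at 30C before absorbance read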
# S1P2 ag – agonists of human S1P2 receptor. activation, % at 4.5 µM. S1P2-expressing cell line, agonist reporter read-out. O95136. AID 729. actives 0.46% (n = 97,000); in the data active = activation above about 16%;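 note: 0% = vehicle low control and 100% = maximal reference agonist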
# Target sequence (O95136 whole entry, looked up): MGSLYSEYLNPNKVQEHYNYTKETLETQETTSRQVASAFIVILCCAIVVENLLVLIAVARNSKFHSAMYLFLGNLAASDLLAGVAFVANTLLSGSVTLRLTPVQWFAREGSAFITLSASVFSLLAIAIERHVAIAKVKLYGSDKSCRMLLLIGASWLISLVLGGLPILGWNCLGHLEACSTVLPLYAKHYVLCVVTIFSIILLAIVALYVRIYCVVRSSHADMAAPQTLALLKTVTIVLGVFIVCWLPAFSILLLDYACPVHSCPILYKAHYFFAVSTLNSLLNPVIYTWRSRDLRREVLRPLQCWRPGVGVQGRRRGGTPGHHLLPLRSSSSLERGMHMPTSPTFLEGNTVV
# E coli WT exp – growth inhibitors of E. coli BW25113 wild type; OD600 absorbance; growth inhibition, % at 100 µM; actives 0.15% (n = 98,000);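 active = growth inhibition above about 50% at one test dose, limit read from the data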;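 note: growth measured after 20 h incubation at 37 °C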
# S1P2 antag – S1P2 (human) receptor antagonism; O95136; cell-based S1P2 antagonist assay, inhibition at 5 uM; inhibition, % at 5 µM; actives 0.21% (n = 97,000); in the data active = inhibition above about 45%;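 note: CRE beta-lactamase reporter cells expressing human S1P2 stimulated with S1P; 0% = agonist at EC80 alone and 100% = agonist plus reference antagonist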
# Numbers without * were called inactive; / = no result given. Cut-off read from the data, not from the text of the source, unless noted: active = inhibition above about 30%; inactive = the rest.
SMILES,PostGolgi ctrl,HUVEC prolif 384,H69AR growth 86K,DAT uptake mod,Lung fibro prol,PostGolgi yeast,S1P2 ag,E coli WT exp,S1P2 antag
COc1cccc(-c2nc(CS(=O)(=O)CC(=O)NCCCOC(C)C)c(C)o2)c1,8,91,100,0.42,105,-2,-4,10,10
CC(C(=O)NCc1ccc2c(c1)OCO2)N1c2cccc3cccc(c23)S1(=O)=O (configuration not stated),18,109,87,1.2,92,-6,-5,-9,1
Cc1ccc2[nH]c(=O)c(CN(Cc3cccnc3)C(=O)c3ccncc3)cc2c1,-3,62,28*,0.7,88,-4,-4,-3,-16
CC(C)CNS(=O)(=O)c1ccc(OCC(=O)NCC2CCCO2)c(Cl)c1 (configuration not stated),/,91,107,0.91,99,/,-4,/,-23
CCOC(=O)c1nnc2cc(-c3ccc(Br)cc3)nn2c1C,10,102,102,-0.17,96,0,-4,-4,1
CCCCC(=O)Nc1ccc(NC(=O)c2ccccc2OC)cn1,1,98,83,0.51,107,-15,-6,-3,13
NS(=O)(=O)c1ccc(CNC(=O)C23CC4CC(CC(C4)C2)C3)cc1,4,85,98,-0.53,94,-1,-11,0,-21
Cn1ccnc1SCC(=O)NC1CC1,-3,107,91,-0.23,102,-3,-7,-2,1
Cc1cccc(CCNc2nc3ccccc3n3nnnc23)c1,-2,/,/,-0.88,/,-16,-2,-4,9
COc1ccc(OCCCSc2ncccn2)cc1,8,103,104,1.5,105,-3,-2,12,-7
CCC(=O)Oc1ccc2c(C)c(Cl)c(=O)oc2c1,4,91,109,-0.58,107,-3,0,18,-2
Nc1nonc1/C(=N/O)N1CCCC1,11,/,/,0.76,/,-6,-10,2,3
O=C(CCN1C(=O)C2C3C=CC(C3)C2C1=O)NCC1CCCO1 (configuration not stated),15,103,93,-0.32,94,0,-5,5,9
COc1ccc(CCNC(=O)/C=C/c2ccc(C)cc2)cc1OC,28,/,/,-0.36,/,-2,-4,9,-9
COCCNC(=O)COc1ccc(C)cc1C,-2,102,103,-0.88,99,17,-3,6,-11
O=C(Nc1ccccc1C(F)(F)F)c1ccc(F)c(S(=O)(=O)N2CCOCC2)c1,4,94,92,-0.71,96,-1,-7,-3,33
Fc1ccccc1-n1[nH]nnc1=S,7,87,109,-0.45,101,7,0,11,-10
COc1ccc(N2C(=O)C3CCCN3C2c2ccccc2)cc1Cl (configuration not stated),-2,91,101,-0.52,102,-4,-2,2,-19
CCc1nnc(NC(=O)Cn2nc(-c3ccccc3OC)ccc2=O)s1,-1,97,90,-0.65,96,1,-10,-2,-9
CCOC(=O)CNC(=O)C1CCCN(c2ncccn2)C1 (configuration not stated),8,105,96,0.47,95,-2,-3,6,20
CCOC(=O)N1CCC(NC(=O)c2ccc3c(c2)N(Cc2ccc(C)cc2)CCS3)CC1,11,68,38*,0.49,75,-6,-5,-3,4
N#Cc1nc(-c2ccc(Cl)cc2)oc1N1CCCCC1,17,95,101,-0.025,91,4,-5,4,0
c1ccc(-n2ncc3c2ncn2cnnc32)cc1,-1,99,100,-0.42,106,20,-4,8,-2
Cc1ccc(C(C(=O)NCc2ccco2)N(CC2CCCO2)C(=O)Cn2nnc3ccccc32)cc1 (configuration not stated),14,102,43,0.15,98,-1,-4,-1,26
CN1C(=O)C2(NCCc3c2[nH]c2ccccc32)c2ccccc21 (configuration not stated),-1,93,100,-1.7,105,7,-3,6,-5

# Carrying on.
SMILES,PostGolgi ctrl,HUVEC prolif 384,H69AR growth 86K,DAT uptake mod,Lung fibro prol,PostGolgi yeast,S1P2 ag,E coli WT exp,S1P2 antag
CCC/C(O)=C1\C(=O)CC(C)(C)CC1=Nc1ccccc1OC,9,102,28*,0.62,99,6,/,-2,/
O=C(c1cccc(Cl)c1)N1CCN(C(=O)c2ccccc2F)CC1,2,93,99,-0.013,101,-1,0,-3,-5
COc1cc(NC(=O)Cc2ccc(Cl)cc2)ccc1NC(=O)c1ccco1,24,80,76,-0.72,101,-9,-7,-6,15
CC(SC(=S)N1CCOCC1)C(=O)O (configuration not stated),-1,105,102,-1.7,98,-3,-3,-7,6
Cc1cc(C)c2c(=O)cc(C(F)F)oc2c1,1,89,91,0.12,91,12,3,2,-34
O=C(Nc1ccccc1F)c1ccc2nc(N3C(=O)CCC3=O)sc2c1,44*,/,/,-1.7,/,0,-8,-1,-14
O=C(Cc1cccs1)Nc1nc(-c2ccccc2)cs1,24,77,90,-0.53,98,-4,-5,4,25
Cc1ccc(SCC(=O)N2CCCC2)cc1,1,103,105,0.31,106,1,/,3,/
CCOC(=O)N1CCN(C(=O)c2ccc(NC(=O)c3ccc(C)cc3)cc2)CC1,-4,92,85,0.7,102,-6,-7,-4,-2
CNC(=S)NN(c1ccccc1)c1ccccc1,10,99,101,-0.39,102,-1,-5,1,-8
COc1cccc(C(=O)O/N=C/c2ccc(Sc3ccc(C)cc3)nc2)c1,11,78,59,-0.47,93,-4,-6,-10,-2
O=C(O)c1sccc1S(=O)(=O)c1ccccc1,16,94,80,-1.1,90,-1,-8,6,-3
COc1ccc(OC)c(S(=O)(=O)Nc2ccc(CC(=O)O)cc2)c1,1,97,100,-0.93,100,-22,/,4,/
CN1CCN(c2ccccc2NC(=O)Cc2ccc(Cl)cc2)CC1,3,97,83,0.13,104,6,-2,4,-22
Cc1cc(C)nc(NC(=O)c2cccc(Cl)c2)n1,13,94,94,-0.5,102,3,-4,-14,0
Cc1nccn1CC(O)Cn1c2ccccc2c2ccccc21 (configuration not stated),/,95,73,-0.92,91,/,1,/,10
N#Cc1c(SCc2nc3ccccc3[nH]2)nc2c(c1C(F)(F)F)CCC2,/,92,82,/,95,/,-2,/,-27
NC(=O)C1CCN(c2ncnc3c(-c4ccccc4)nsc23)CC1,26,90,91,-7.2*,89,-6,-7,-2,-3
O=C(NCCc1ccccc1)c1noc2c1CCCCC2,20,107,100,/,99,1,-6,5,16
COc1ccc(Nc2ncnc3ccccc23)c(OC)c1,/,79,59,0.21,92,/,-9,/,-11
O=c1[nH]c2ccccc2c(=O)n1Cc1ccccc1,4,103,88,0.42,105,21,-1,5,-13
O=C(NCCCNc1ccc(C(F)(F)F)cc1[N+](=O)[O-])c1cc(F)c(F)cc1Cl,10,/,/,-0.12,/,23,-6,0,4
Oc1ccc(N2CCN(C(=S)NCCc3ccccc3)CC2)cc1,90*,/,/,-0.15,/,105*,-3,-9,27
Cc1nc(SCC(O)CCl)c([N+](=O)[O-])[nH]1 (configuration not stated),/,94,93,-0.51,93,/,-4,/,11
COCCN1C(=O)c2ccccc2C(C(=O)NCc2ccco2)C1c1c[nH]c2ccccc12 (configuration not stated),6,/,/,0.17,/,20,-1,-6,3

# Further structures
SMILES,PostGolgi ctrl,HUVEC prolif 384,H69AR growth 86K,DAT uptake mod,Lung fibro prol,PostGolgi yeast,S1P2 ag,E coli WT exp,S1P2 antag
COc1ccc(-n2nc3c(c2NC(=O)c2cc(Br)ccc2Cl)CS(=O)C3)cc1 (configuration not stated),1,108,94,0.81,99,-3,-6,-2,-8
O=C(NCCCCCCNC(=O)N1CCCCCC1)N1CCCCCC1,6,81,100,0.051,97,1,-7,-6,-15
Cc1ccc(S(=O)(=O)n2cnc3ccccc32)cc1,/,93,87,0.027,96,/,-8,/,-10
CC(C)(C)c1cc(NC(=O)COC(=O)C2CC2)n(-c2ccccc2)n1,-3,94,98,0.39,95,-1,2,5,-7
O=C(CCSc1ccccc1)Nc1nc2c(s1)COc1ccccc1-2,10,75,95,0.32,105,6,-4,-17,21
CC(C)(C)OC(=O)N1CCNc2ccccc2C1,20,96,98,0.013,100,3,-2,6,7
Cc1ccc(-c2nnn(C(C)C(=O)N3c4ccccc4CCc4ccccc43)n2)cc1 (configuration not stated),/,91,87,-0.37,89,/,-8,/,-9
Cn1c(CNC(=O)c2ccccc2)nnc1SCC(=O)N1CCN(c2ccccc2)CC1,/,86,94,-0.68,94,/,-2,/,-9
O=C(CNCC1CCCO1)Nc1ccccc1N1CCOCC1 (configuration not stated),-11,94,103,-0.44,97,3,-5,-2,12
CC(Oc1ccc(Br)cc1)C(=O)N1CCc2ccccc21 (configuration not stated),27,99,101,-2,101,3,-4,-2,-10
Cc1nn(-c2ccccc2)c(Cl)c1/C=C/C(=O)c1ccccc1,25,/,/,-0.38,/,-8,2,-15,2
CCCCC(=O)OCC(=O)c1[nH]c(C)c(C(=O)OCC)c1C,3,/,/,-0.83,/,4,-2,-6,4
Cc1ccc(C(=O)Nc2c(C(=O)NCc3ccco3)cnn2-c2ccccc2)cc1,6,107,97,-0.44,94,3,-5,2,20
CNC(=O)C1CC(=O)N(c2ccc(C)cc2)C1 (configuration not stated),3,110,97,0.63,102,0,-4,3,-3
COc1ccccc1NC(=O)C1C2CCCCC21 (configuration not stated),-1,83,102,/,95,15,-6,0,27
CC1(C)NC(=O)N(c2ccccc2Cl)C1(C)NO (configuration not stated),7,96,97,-0.65,97,-5,/,-5,/
Cc1ccc(Oc2ccc(NC(=O)CCC(=O)OCC(=O)c3cccs3)cc2)cc1C,29,/,/,-0.2,/,-3,1,-5,-34
Cc1ccc2c(c1)NC(=O)C(CC(=O)NCCCN1CCN(c3cc(Cl)ccc3C)CC1)O2 (configuration not stated),5,2.9*,49,0.00088,67,-1,/,12,/
COc1cc(C=O)ccc1OCCSc1ccc(C)cc1,-2,/,/,-0.11,/,-5,-4,3,-1
CCCCn1c(=S)[nH]c2ncccc2c1=O,20,93,88,/,102,-3,-5,-5,-14
CCOc1ccccc1NS(=O)(=O)c1c(C)noc1C,-7,90,93,-0.095,88,1,-11,4,17
COc1cc2c3nnc(-c4ccc(F)cc4)c-3cn(Cc3ccc(F)cc3)c2cc1OC,-2,2.6*,-0.4*,-0.21,10*,1,1,-4,3
Cc1cc(C)c(S(=O)(=O)c2ccccc2)c(N(C)C)n1,18,/,/,0.28,/,2,-10,6,6
Cc1nc2nc(-c3cccs3)cn2nc1C,-4,99,99,-0.74,/,5,-13,1,39
O=C(Cc1c(O)c2ccccc2[nH]c1=O)OC1CCCCC1,-4,97,100,-0.25,94,-1,-5,7,2

# (listing goes on)
SMILES,PostGolgi ctrl,HUVEC prolif 384,H69AR growth 86K,DAT uptake mod,Lung fibro prol,PostGolgi yeast,S1P2 ag,E coli WT exp,S1P2 antag
O=c1cc[nH]c2cccc(Cc3ccccc3)c12,12,95,85,-1.5,102,1,-2,28,3
CC(=O)Nc1nc(COc2ccccc2)cs1,13,74,90,-0.0031,89,-1,-5,12,-5
CCc1c(C)nc2nc(NC(C)=O)[nH]n2c1=O,19,/,/,-0.4,/,5,-4,-1,-4
CC(C)(C)n1nnnc1CN(Cc1cccnc1)Cc1ccccc1Cl,20,91,60,0.0042,92,50*,0,7,-8
CC(C)CNC(=O)c1cc(-c2ccc(Br)cc2)on1,-5,107,97,-0.19,112,-10,0,3,17
Cc1cccc(CN2C(=O)N/C(=C/c3ccc(C)s3)C2=O)c1,11,/,/,-0.32,/,10,-1,-7,-11

# Random excerpt: 2 compounds from above.
SMILES,PostGolgi ctrl,HUVEC prolif 384,H69AR growth 86K,DAT uptake mod,Lung fibro prol,PostGolgi yeast,S1P2 ag,E coli WT exp,S1P2 antag
CCc1c(C)nc2nc(NC(C)=O)[nH]n2c1=O,19,/,/,-0.4,/,5,-4,-1,-4
Cc1cccc(CN2C(=O)N/C(=C/c3ccc(C)s3)C2=O)c1,11,/,/,-0.32,/,10,-1,-7,-11

# Some entries already given, showing only E coli WT exp, S1P2 ag and Lung fibro prol:
Molecule	E coli WT exp	S1P2 ag	Lung fibro prol
CC(C)CNC(=O)c1cc(-c2ccc(Br)cc2)on1	3	0	112
Cc1cccc(CN2C(=O)N/C(=C/c3ccc(C)s3)C2=O)c1	-7	-1	/
